# E coli WT inh = blocks growth of wild type E. coli BW25113; 20,000 tested, 0.05% active; E. coli BW25113 growth inhibition, OD600; inhibition, % at 10 µM; in the data active = inhibition above about 40%;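 note: bacteria exposed to compound for 20 hours at 37 °C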
#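 Material: bacterial strain in a whole-cell growth screen; Amount: inoculum from a 1:1000 dilution of a 1.5 h subculture; Buffer or medium: LB plus kanamycin 50 µg/mL; Dosing: one dose, 10 µM final; Times: compound exposure of 20 h at 37 °C; Measured by: absorbance at 615 nm as a measure of bacterial growth.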
# Starred values were filed as active, the others as inactive. An excerpt; count on the stated rates, not on these rows.
# A first look:
SMILES,E coli WT inh
CC(NC(=O)C1CCCCC1)c1ccc2c(c1)OCCO2 (centres undefined),-20.9
CNCCC=C1c2ccccc2CCc2ccccc21,7.4
CC(C)C(CO)NC(=O)CC(=O)NC(CO)C(C)C (centres undefined),-2.2
COCCNC(=O)c1ccc(Cl)c(Cl)c1,-4.4
COc1cccc(N2CCN(Cc3cccnc3)CC2)c1,-1.3

# This part in full, repeating the preview:
SMILES,E coli WT inh
CC(NC(=O)C1CCCCC1)c1ccc2c(c1)OCCO2 (centres undefined),-20.9
CNCCC=C1c2ccccc2CCc2ccccc21,7.4
CC(C)C(CO)NC(=O)CC(=O)NC(CO)C(C)C (centres undefined),-2.2
COCCNC(=O)c1ccc(Cl)c(Cl)c1,-4.4
COc1cccc(N2CCN(Cc3cccnc3)CC2)c1,-1.3
Cc1ccc(-c2nnn(CC(=O)N(CC(=O)NCC3CCCO3)c3ccccc3)n2)o1 (centres undefined),4.5
CC(=O)N(c1ccc(N(C(C)=O)S(=O)(=O)c2cccs2)cc1)S(=O)(=O)c1cccs1,-1.0
CN(C)CCCN1C(=O)C(=O)/C(=C(/O)c2ccc3c(c2)OCO3)C1c1cccnc1 (centres undefined),-17.1
COc1ccccc1N1CCN(C(=O)C2CCN(S(=O)(=O)c3ccc(F)cc3)CC2)CC1,3.4
CC1(C)NC(=O)N(CC(O)CN2CCCC2)C1=O (centres undefined),2.9
O=S(=O)(NCCc1ccccn1)c1cccs1,7.7
Cc1cc(Cl)c(S(=O)(=O)N2CCN(c3ccc(F)cc3)CC2)cc1OCC(N)=O,-1.9
CC(C)[C@H](NC(=O)OC(C)(C)C)c1nnc(SCC(=O)Nc2ccc(Br)cc2)o1,-2.4
CS(=O)(=O)Nc1ccc(C(=O)NCc2ccc3c(c2)OCO3)cc1,-1.1
Cn1c(=O)c2c(nc(NCCO)n2CCc2ccccc2)n(C)c1=O,-17.0
O=C(O)CSc1nnc(Cc2ccccc2)n1-c1ccccc1,-18.8
COCCn1c(SCC(=O)Nc2cccc(OC)c2)nnc1-c1ccccc1,-6.6
Nc1nncn1C(=O)c1c(Cl)cccc1Cl,3.7
COc1cccc(C(=O)Nc2ccc(NC(C)=O)cn2)c1,5.8
O=C(c1ccco1)N1CCN(c2ccc(Cl)c(Cl)c2)CC1,-19.8
O=C(NCc1ccco1)c1cccn2c(=O)c3sccc3nc12,5.2
COCc1nnc(NC(=O)CC(C)c2ccccc2)s1 (centres undefined),-6.7
Cc1nn(C(=O)c2ccco2)c(C)c1CN1C(=O)c2ccccc2C1=O,-13.9
Cc1ccc(C(=O)CCNc2ccc(F)c(Cl)c2)o1,6.0
Cc1ccc(C)c(OCCCC(=O)O)c1,-25.3
c1ccc2c(c1)[nH]c1c(N3CCC4(CC3)OCCO4)ncnc12,-1.5
CCn1nc(CC(=O)Nc2nnc(CC(=O)N3CCCCC3)s2)c2ccccc2c1=O,0.6
CC(=O)Nc1c(C(=O)C2CC2)oc2ccccc12,-3.2
Cc1ccc(C(=O)n2cnnc2N)cc1C,3.0
COC(=O)C(NC(C)=O)(Nc1ccccn1)C(F)(F)F (centres undefined),-2.6
CCOC(=O)CCc1c(C)c2ccc(O)cc2oc1=O,-7.0
CC(C)[C@H](NC(=O)OC(C)(C)C)c1nnc(S(=O)(=O)Cc2c(F)cccc2Cl)o1,6.8
O=c1c(Cc2ccccc2)c(O)nc2n1CCS2,-27.1
OC[C@H]1O[C@@H](n2cnc3c(Nc4ccccc4)ncnc32)[C@H](O)[C@@H]1O,-1.1
O=C(C1CCCCC1)N1CC(=O)N2CCc3ccccc3C2C1 (centres undefined),12.5
CC(=O)Nc1nonc1-c1nc2ccccc2n1CC1CC1,0.3
COc1ccc(OC)c(NC(=O)Cn2c(CCC(=O)O)ccc2-c2cccs2)c1,-20.8
C=CCn1c(-c2cccs2)nc2nc3ccccc3nc21,8.0
CC(=O)N(c1ccc(C(C)C)cc1)C1C=CS(=O)(=O)C1 (centres undefined),-20.2
CCOC(=O)C1CCN(C(=O)Nc2ccc3nc(C)c(C)nc3c2)CC1,-2.1
CC(OC(=O)c1ccco1)C(=O)NCc1cccs1 (centres undefined),-7.3
Cc1cnn(C(=S)NCC2CCCO2)c1 (centres undefined),-19.6
O=C(CN1CCCN(S(=O)(=O)c2ccc(Br)cc2)CC1)Nc1ccc2c(c1)OCO2,10.2
O=C(N1CCCCC1)N1CCCN(C(=O)N2CCCCC2)CC1,-19.4
Cc1cccc(NC(=O)c2ccccc2OCC(=O)N2CCOCC2)c1C,-10.8
Cc1ccc(C(=O)Nc2ccncc2)o1,-9.0
O=C(NCCc1cccc(Cl)c1)c1cccnc1,18.3
CCn1c(SCC(=O)NCc2ccccc2)nnc1-c1ccccc1O,-6.9
Cn1cnc2cc(NC(=O)c3ccc(Cl)cc3)ccc21,0.5
CCc1ccccc1NC(=O)C(CC)Sc1nc2cc3c(cc2c(=O)n1Cc1ccco1)OCO3 (centres undefined),7.9
O=S(=O)(c1cccc2nsnc12)N1CCN(c2ncccn2)CC1,-3.8
CCOc1cc(C2C3=C(CCCC3=O)N(C)C3=C2C(=O)CCC3)cc(Cl)c1O,0.6
CNC(=O)c1ccccc1NC(=O)c1c(O)c2c([nH]c1=O)CCCC2,-3.5
O=C(CSc1nc(C2CCCCC2)n(-c2ccccc2)n1)NCCN1C(=O)CSC1=O,18.7
CN1CCN(c2ccc(NC(=O)c3cccc(OCc4ccccc4)c3)cc2)CC1,-14.9
CCN(CC(=O)Nc1ccc2c(c1)CCC2)Cc1nc2ccccc2c(=O)[nH]1,-1.9
Cc1ccc(C(=O)NC2CCCCCC2)o1,-5.5
COC(=O)C(C(=O)Nc1cc(C)on1)C1CCCCCC1 (centres undefined),6.6
CCOC(=O)C1(c2ccccc2)NC(c2ccc(N(C)C)cc2)C2C(=O)N(C)C(=O)C21 (centres undefined),-3.1
CCCCCC(=O)Nc1ccc(N2CCN(C(=O)c3ccccc3)CC2)cc1,-16.7

# Copied from the list.
# Value for O=C(CSc1nc(C2CCCCC2)n(-c2ccccc2)n1)NCCN1C(=O)CSC1=O in E coli WT inh: 18.7
# Value for COC(=O)C(C(=O)Nc1cc(C)on1)C1CCCCCC1 (centres undefined) in E coli WT inh: 6.6
# Value for CCc1ccccc1NC(=O)C(CC)Sc1nc2cc3c(cc2c(=O)n1Cc1ccco1)OCO3 (centres undefined) in E coli WT inh: 7.9
# Value for CCOC(=O)C1(c2ccccc2)NC(c2ccc(N(C)C)cc2)C2C(=O)N(C)C(=O)C21 (centres undefined) in E coli WT inh: -3.1
# Value for Cn1cnc2cc(NC(=O)c3ccc(Cl)cc3)ccc21 in E coli WT inh: 0.5
# Value for CN1CCN(c2ccc(NC(=O)c3cccc(OCc4ccccc4)c3)cc2)CC1 in E coli WT inh: -14.9

# Additional compounds.
SMILES,E coli WT inh
O=C(NCc1ccco1)c1cnn2c(C(F)F)cc(-c3ccccc3)nc12,-11.5
CCC(=O)Nc1cccc(-c2nc3ccccc3o2)c1,-10.8
CC(=O)Oc1c(C)cc(O)c2ccccc12,-19.1
Cc1cc(C)nc(SCc2csc(N)n2)n1,2.5
CC(=O)Nc1sc2c(c1C#N)CCCCC2,3.4
Clc1c(CSc2nc3ccccc3o2)nc2sccn12,7.1
Cc1ccc(Nc2nc(N)nc(CSc3nccn3C)n2)cc1,1.2
COc1ccc(OCc2nnc(SC(C)C(=O)Nc3nccs3)n2-c2ccccc2)cc1 (centres undefined),4.9
Cc1cc(C)nc(SC2CCCCC2O)n1 (centres undefined),-19.8
O=C(Nc1ccon1)c1cc2c(s1)CCCCCC2,-9.2
CCn1c(SCC(=O)c2ccc(F)cc2)nnc1-c1ccoc1C,-0.5
CCCCN(CCCC)Cc1ccc(N)cc1,-3.1
Cn1c(SCCN2CCCCC2)nnc1-c1ccccc1Br,6.5
O=C(Nc1ncc(C(F)(F)F)cc1Cl)C1COc2ccccc2O1 (centres undefined),-18.6
COc1cccc(CNC(=O)CCn2c(=O)oc3ccccc32)c1,-1.6
Cc1cc(NC(=O)CSc2nccn2-c2ccc(F)cc2)no1,-1.1
CCCC(C)n1[nH]c(=O)c2c(C)cc(C)nc21 (centres undefined),0.4
CCN(CC(=O)NC)S(=O)(=O)c1ccc(Br)cc1,-12.9
Nc1cc(N)cc(-c2nc3ccccc3[nH]2)c1,-20.9
Cc1oc2c(c1C(=O)NCc1ccccc1)CCCC2,-2.2
CCN(CC)c1nc(N(CC)CC)[nH]c(=O)n1,-2.9
COC(=O)c1ccccc1NC(=O)c1cc(OC)cc(OC)c1,-7.9
CCOC(=O)Nc1c(O)ccc2oc(C)c(-c3ccccc3)c12,-1.7
Fc1ccc(C(c2nnnn2Cc2ccco2)N2CCN(C3CCCCC3)CC2)cc1 (centres undefined),20.8
O=C(CSc1nc2ncccc2[nH]1)Nc1ccc2c(c1)OCCO2,7.3
NC(=O)c1ccccc1OCC(=O)NS(=O)(=O)c1ccccc1,-0.5
CC1c2[nH]c3ccccc3c2CCN1C(=O)Nc1ccccc1 (centres undefined),-15.6
COc1ccc(NC(C)=O)cc1NC(=O)CN1CCN(c2ccccn2)CC1,-4.6
Cn1c(=O)c2c(nc(N3CCOCC3)n2Cc2c(F)cccc2Cl)n(C)c1=O,-20.5
Cn1c(=O)[nH]c(=O)c2c1ncn2CCN1CCOCC1,1.5
O=C(CCS(=O)(=O)Cc1ccccc1)N1CCN(Cc2ccccc2)CC1,-18.0
CC12CCC(C(=O)NCc3ccccn3)(OC1=O)C2(C)C (centres undefined),-19.4
COc1ccc(CN/C=C2\CCCCC2=O)cc1,0.3
O=C(NCCCN1CCN(CCCNC(=O)c2ccc3c(c2)OCO3)CC1)c1ccc2c(c1)OCO2,-12.7
Cn1c(CN2CCCCC2)nc2cc(NC(=O)c3cccs3)ccc21,-12.5
O=c1n(CCCN2CCN(c3cccc(Cl)c3)CC2)nc2ccccn12,6.8
Cc1nc(SCc2ccccc2C)n[nH]1,-19.0
Cc1ccc(-c2nnc(-c3cccc(Br)c3)o2)cc1,-1.0
Cc1c(Cc2ccccc2)sc(N)c1C(N)=O,-4.2
C=CC(O)(C#CCN(CC)CC)c1ccccc1 (centres undefined),-1.8
Cc1csc(NC(=O)c2cccc(Cn3nc(C)c(Br)c3C)c2)n1,-18.1
Cc1cccc(NC(=O)c2cc3c(n(-c4ccccc4)c2=O)CCCC3=O)n1,-11.2
Cn1nnnc1SCC(=O)Nc1ccc(Oc2ccccc2)cc1,2.2
CCOCCOC(=O)C1=C(C)N(C)C(=O)NC1c1cc(Cl)c(O)c(OCC)c1 (centres undefined),-10.9
CN(C)CCOC(c1ccccc1)c1ccccc1 (tested in a mixture with another compound),-2.3
Cc1ncc(CSc2nnnn2-c2ccccc2)c(N)n1,-11.5
COC(=O)c1ccccc1NC(=O)NCC1CCCO1 (centres undefined),-19.4
Cc1ccccc1CN1CCN(CC(=O)NCc2ccco2)C1=O,-0.1
CCC(=O)c1ccccc1OCCCN1C(=O)NC(C)(C)C1=O,-22.4
O=C(CSc1nnc(-c2cccs2)n1-c1ccccc1)NCc1ccco1,-20.9
CCC(=O)n1nc(-c2ccco2)nc1N,0.0
CCc1ccc(CCC(=O)Nc2sc3c(c2C#N)CCCC3)o1,-12.1
CCCCSc1nnc(CCC)n1N,-7.0
CCOC(=O)C1=C(CNCc2ccc(C)cc2)NC(=O)NC1c1ccc(OC)cc1 (centres undefined),-12.7
O=C(c1cc2c(s1)CCCC2)n1cccn1,-9.2
O=C(O)CNS(=O)(=O)c1cc(Cl)c(Cl)cc1Cl,7.1
Clc1ccccc1OCc1nn2c(-c3ccncc3)nnc2s1,-8.6
CSCCC(C(=O)Nc1ccc2c(c1)OCO2)N1C(=O)c2ccccc2C1=O (centres undefined),0.2
COc1ccc(OCCC(=O)NC2=NCCS2)cc1,1.9
O=S(=O)(NCCOc1cccc2cccnc12)c1ccc(F)cc1,-22.0
# Next part
SMILES,E coli WT inh
O=C(NCc1ccc2c(c1)OCO2)c1ccc(NS(=O)(=O)c2ccc3c(c2)OCCO3)cc1,14.5
Cc1ccc(S(=O)(=O)N2CCCC2)cc1S(=O)(=O)N1CCCC1,-4.2
CCn1c(C)nc2cc(S(=O)(=O)N3CCCCC3)ccc21,5.5
C=CCNC(=O)c1ccccc1NS(=O)(=O)c1ccc(SC)cc1,-21.4
CCC(NC(=O)Nc1cc(OC)c(OC)c(OC)c1)(C(F)(F)F)C(F)(F)F,-4.9
CC(=O)Nc1cccc(N(C)S(C)(=O)=O)c1,-24.2
COC(=O)c1ccccc1S(=O)(=O)N(Cc1cc2cc3c(cc2[nH]c1=O)OCO3)C1CCCCC1,11.6
Cc1ccc(C(=O)CSc2nnc(-c3cccnc3)n2N)cc1,-0.1
Cc1[nH]c2c(C)cccc2c(=O)c1Br,-2.1
Cc1ccc(Cn2c(CN3CCN(C(=O)c4ccco4)CC3)nc3c2c(=O)n(C)c(=O)n3C)cc1,-16.1
CC(C)COC(=O)C(C#N)c1nc2ccccc2nc1N1CCN(Cc2ccccc2)CC1 (centres undefined),15.2
COc1ccc(C2C(C#N)=C(N)Oc3cc4c(cc32)OCO4)cc1 (centres undefined),0.5
Cn1c(=O)c(C(=O)Nc2cccnc2)c(O)c2ccccc21,-2.0
O=C(NC1CCCCC1)N1CCN(CCc2ccccc2)CC1,-8.6
CCCCCc1c(C)nc(N2CCc3ccccc3C2)[nH]c1=O,-16.9
Cc1ccc(-c2nc3cc(NC(=O)C(C)C)ccc3o2)cc1,0.8
C=CS(=O)(=O)c1ccc(Oc2ccc(S(=O)(=O)C=C)cc2)cc1,-0.4
Cn1c(SCc2ccon2)nc2ccccc2c1=O,-25.8
CCN(CC)CCn1nc(C)nc1-c1ccccc1O,-18.4
Oc1cnc2ccccc2c1CN1CCOCC1,3.6
CCCCc1ccc(NC(=O)C2CCN(S(C)(=O)=O)CC2)cc1,-1.6
c1ccc(CCn2nnnc2CN2CCN(C3CCCC3)CC2)cc1,5.1
CCOC(=O)Cc1csc(/C(=N/O)C(N)=O)n1,9.6
CC(=O)c1cccc(NC(=O)C2C3C=CC(C4CC34)C2C(=O)O)c1 (centres undefined),-18.4
O=C(NCc1ccco1)c1ccc(NC(=O)C2COc3ccccc3O2)cc1 (centres undefined),-26.3
COc1c2occc2c(OC)c2c(=O)cc(C)oc12,3.1

# Screens (PubChem)
